Source: PubChem
GCN5L2 inh: GCN5L2 (KAT2A) acetyltransferase inhibition | GCN5L2 HAT assay, ThioGlo1 CoA-SH fluorescence | Potency, µM (series often up to 58.9 µM), for inactives: top-dose activity change, negative = inhibition, actives largely listed as inhibitors | 390,000 tested, 0.21% active | AID 504327
Target sequence (Q92830 whole entry, looked up): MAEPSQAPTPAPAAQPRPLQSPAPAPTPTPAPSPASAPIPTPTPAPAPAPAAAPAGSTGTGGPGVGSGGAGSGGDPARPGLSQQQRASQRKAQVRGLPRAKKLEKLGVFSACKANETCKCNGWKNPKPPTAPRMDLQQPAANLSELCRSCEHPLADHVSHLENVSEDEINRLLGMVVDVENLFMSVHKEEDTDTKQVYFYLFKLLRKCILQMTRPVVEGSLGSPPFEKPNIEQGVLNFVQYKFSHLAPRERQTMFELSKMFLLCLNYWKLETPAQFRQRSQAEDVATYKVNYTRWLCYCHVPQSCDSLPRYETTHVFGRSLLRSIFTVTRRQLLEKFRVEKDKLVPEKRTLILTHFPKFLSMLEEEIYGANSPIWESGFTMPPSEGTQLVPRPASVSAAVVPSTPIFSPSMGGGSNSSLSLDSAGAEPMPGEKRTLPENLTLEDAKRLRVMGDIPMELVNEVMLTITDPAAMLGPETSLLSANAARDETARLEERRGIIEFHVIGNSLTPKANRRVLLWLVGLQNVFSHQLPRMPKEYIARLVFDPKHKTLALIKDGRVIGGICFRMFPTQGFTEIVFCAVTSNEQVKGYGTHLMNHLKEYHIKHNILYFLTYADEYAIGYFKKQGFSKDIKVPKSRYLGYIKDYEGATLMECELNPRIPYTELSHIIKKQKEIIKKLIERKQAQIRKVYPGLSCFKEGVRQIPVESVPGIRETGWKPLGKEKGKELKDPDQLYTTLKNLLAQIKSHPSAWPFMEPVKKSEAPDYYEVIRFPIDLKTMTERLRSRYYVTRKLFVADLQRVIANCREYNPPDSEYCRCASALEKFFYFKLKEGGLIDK
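Titration-based screen in which CoA formation is detected via maleimide probe ThioGlo1 (50uM) turning fluorescent on thiol reaction; substrates H3(1-25) 75uM and acetyl-CoA 70uM, GCN5L2 20nM, 20 min incubation at room temperature.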
DT40 TDP1 no CPT: qHTS for Inhibitors of human tyrosyl-DNA phosphodiesterase 1 (TDP1): qHTS in cells in absence of CPT; DT40 Tdp1-/- hTDP1 cells, no CPT, ATP luminescence, 48 h; Potency, µM (highest dose often 46.2 µM), for inactives: top-dose activity change, negative = growth inhibition, usual class: inhibitors; 420,000 tested, 15% active; AID 686978, 2013; also: nearly all actives have a fitted effect of over 55% in size
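Stably hTDP1-transfected Tdp1-null chicken DT40 cells were treated with library compounds minus camptothecin and grown for at least 48 hr at 37 °C, after which cellular ATP was quantified by luminescence.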
TDP1 inh: blocks human tyrosyl-DNA phosphodiesterase 1; Q9NUW8; recombinant TDP1, AlphaScreen DNA substrate cleavage; Potency, µM (titrated, usually from 130 µM), for the others: at the top dose activity change, negative = inhibition, hits mostly inhibitors; 350,000 tested, 0.28% active; also: nearly all actives have a fitted effect of over 40% in size
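Here, a 5' biotin and 3' phosphotyrosine-FITC DNA oligonucleotide reports Tdp1 activity: intact substrate bridges AlphaScreen beads, while cleavage leaves a 3' phosphate and drops signal. All incubations at room temperature.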
An asterisk follows results filed as active; ? = inconclusive; nt = no result given; & = joins results of further samples; ! = a repeat was not active; [ ] = another dose, or the depositor's remark. Calls follow the shape of the dose curve; as a rule, active = well fitted curve in the direction sought with a large enough effect; inconclusive = small, poorly fitted or top-dose-only effect, or another doubt; inactive = no such curve, though single readings can be large; an effect the other way counts as inactive or inconclusive. % is scaled to controls: 0 for no effect and ±100 for the full control effect; potency is read from the fitted curve at half-maximal effect. These rows are one share of the data; count on the stated rates, not on these rows.

Compound	GCN5L2 inh	TDP1 inh	DT40 TDP1 no CPT
CC(=O)c1sc(C(C)(C)C)cc1NC(=O)c1ccccc1C(=O)O	0%	2%	-13%
CCN(CC(=O)NCc1cccs1)C(=O)c1ccc(S(=O)(=O)N(C)c2ccccc2)cc1	2%	0%	?
CC1CCCN(S(=O)(=O)c2ccc(C(=O)Nc3ccccc3-c3nc4ccccc4[nH]3)cc2)C1 (centres undefined)	?	-3%	10µM*
COC(=O)CCC/C=C1/SCC(NC(=O)c2ccccc2)C1O (centres undefined)	nt	1%	-5%
CCCc1cc(C(=O)OC)c(NC(=O)OCC)s1	-2%	-3%	1%
Cc1cc(N2CCCCC2)nc2ccc(NC(=O)c3ccc(F)cc3)cc12	-3%	5%	15µM*
CN(C)S(=O)(=O)c1cccc(COc2cccnc2[N+](=O)[O-])c1	-3%	-7%	?
Cc1ccc(Cl)cc1NC(=O)c1oc2ccc(S(=O)(=O)N3CCCCC3)cc2c1C	-5%	3%	-24%
Cc1cc(S(=O)(=O)N2CCOCC2)ccc1OCC(=O)Nc1ccccc1F	1%	nt	15%
Cc1cccc(NC(=O)C2CCN(S(=O)(=O)c3c(C)[nH]c(=O)[nH]c3=O)CC2)c1	-1%	5%	8%
CC1(C)[C@@H]2CC[C@@]1(C)C(=O)C2	-17%[0.501 µM]	9%[56.1 µM]	3.3µM*!
COc1cc2c(cc1OC)CN(C(=O)Nc1ccccc1Cl)CC2	1%	-3%	-22%
Cc1ccc(S(=O)(=O)N(C)C)cc1NC(=S)NC1CCCC(C)C1C (centres undefined)	-2%	-4%	?
CC1(C)CC(=O)C2=C(C1)OC(N)=C(C#N)C2C1C=CCCC1 (centres undefined)	-14%	2%	?
COc1ccc2sc(-c3ccccc3OC)c(-c3ccc4c(c3)OCCO4)c2c1	-15%	0%	?
CC(C)NC(=O)C1CCN(C2CCN(C(=O)Cc3ccc4c(c3)OCO4)CC2)CC1	-15%	nt	-13%
Cc1ccc(NS(=O)(=O)c2ccc3c(c2)NC(=O)C(C)C(=O)N3)c(Br)c1 (centres undefined)	?	nt	-25%
O=C(CC(c1ccccc1)c1ccccc1)NCC1CCCO1 (centres undefined)	?	0%	?
CC1CCCN(CCCNC(=O)c2nn(C)c3c2CS(=O)(=O)c2ccccc2-3)C1 (centres undefined)	-12%	3%	-3%
O=C1NC(=O)/C(=C\c2ccsc2)N1	-2%	3%	-10%
O=C1OCCC1Sc1nc2cc(Cl)ccc2s1 (centres undefined)	2%	-2%	-7%
CC(=O)C1=C(O)CCC1=N	-12%	-4%	-4%
Cc1noc(C)c1COc1ccc(C(=O)N2CCN(c3ccccc3O)CC2)cc1	-14%	1%	16µM*
O=C(OCC(=O)N1CCCCC1)c1cccs1	-1%	0%	6%
Cc1ccn(-c2cc(O)c(-n3ccc(C)n3)cc2O)n1	-1%	2%	?
CC(C)(O)C(=O)N=Nc1c(O)[nH]c2ccccc12	1%	5%	-3%
Cc1cc(C)c(NC2=NS(=O)(=O)c3ccccc32)c(C)c1	-5%	0%	1%
N#CCCN(NC1=NS(=O)(=O)c2ccccc21)C(=O)c1ccccc1Br	13%	nt	-8%
CC(C)C(=O)NN(C(=O)C(C)C)c1nc2ccccc2s1	-5%	nt	2%
CCCc1cc(=O)oc2cc(Oc3ncccn3)ccc12	-3%	-2%	-10%
COc1cc(OC)c(C(=O)O/N=C(\N)c2ccccn2)cc1OC	1%	nt	-30%
CCCC(=O)Nc1cccc(OCc2cc(=O)n3cccc(C)c3n2)c1	-4%	8%	-27%
Cc1ccccc1NC(=O)Nc1ccc(C(F)(F)F)cc1	-3%	3%	8.2µM*
COc1ccc(-c2nc(SCCOc3ccccc3Cl)n3[nH]c(=O)cc3n2)cc1	2%	5%	?
COCCCNCC(=O)Nc1sc(C)c(C)c1C(=O)OC	2%	-1%	?
O=C(CN1c2ccccc2S(=O)(=O)c2ccccc21)Nc1ccccc1F	-16%	2%	?
Cc1cc(C)cc(OCCNS(=O)(=O)c2cccs2)c1	-12%	3%	0%
COc1ccc(CNS(=O)(=O)c2cc3c(cc2Cl)NC(=O)CO3)cc1	-16%&-11%	8%	5%&-12%
O=C(c1ccc(S(=O)(=O)NCC2CCCO2)cc1)N1CCc2ccccc21 (centres undefined)	-1%	7%	21µM*
Fc1cccc(Cn2cc(C(=S)N3CCCCC3)c3ccccc32)c1	0%	9%	?
Cc1ccc(OCCC(=O)OCC(=O)N2CCN(S(=O)(=O)c3ccc(C)cc3)CC2)cc1	0%	-3%	?
COc1ccc(CCNC(=O)CN2CCN(c3ccccc3Cl)CC2)cc1	-5%	1%	?
O=C1C2C3C=CC(C4CC34)C2C(=O)N1/N=C/c1ccc(-c2ccccc2[N+](=O)[O-])o1 (centres undefined)	-19%	9%	18µM*
COCCCNC(=O)Cn1cc(/C=C(\C#N)C(=O)NC2CCCC2)c2ccccc21	-14%	nt	-12%
CS(=O)(=O)c1ccc(Cl)c(NC(=O)c2cccc(-n3cnnn3)c2)c1	1%	4%	?
CCC(=O)NC(=S)Nc1ccc(NC(=O)c2cccnc2)cc1	1%	3%	-1%
CC(OC(=O)/C=C/c1ccccc1)C(=O)Nc1cccc(C#N)c1 (centres undefined)	5%	0%	16µM*
CC1CC(C)CN(C(=O)CCc2ccccc2)C1 (centres undefined)	-5%	0%	-18%
CCn1c(SCC(N)=O)nc2sc3c(c2c1=O)CCCC3	-1%	2%	-11%
CCN(CC(=O)Nc1c(F)cccc1F)C(=O)c1cccc(S(=O)(=O)N2CCN(c3ccccc3)CC2)c1	-4%	1%	?

(cont.)
Compound	GCN5L2 inh	TDP1 inh	DT40 TDP1 no CPT
Cc1ccc(S(=O)(=O)Nc2ccc(-c3nnc(SCC#N)n3C)cc2)cc1	-3%	2%	-17%
O=C(N/N=C\c1ccc([N+](=O)[O-])s1)C1COc2ccccc2O1 (centres undefined)	-6%	7%	5.8µM*
CC(NC(=O)Nc1ncccn1)(C(F)(F)F)C(F)(F)F	-11%	-7%	7%
Cc1c(NC(=O)Nc2cccc(Cl)c2)c(=O)n(-c2ccccc2)n1C	1%	0%	1%
O=C(COc1ccc(Br)cc1CNC1CCCCC1)NCCc1ccccc1	-4%	0%	16µM*
COc1ccc([C@H]2CC(=O)C=C(c3cc4ccccc4s3)C2)cc1	-6%	0%	?
COc1cc(-c2nnc(SCC(=O)N3CCCC3)o2)cc(OC)c1OC	-3%	6%	-2%
O=C(Nc1ncccc1O)c1ccc(C(=O)c2ccccc2)cc1	2%	7%	23µM*
CC(C)(C)C1c2[nH]c3ccccc3c2CCN1CCCn1cccn1 (centres undefined)	-12%	nt	?
N/C(CCN1CCOCC1)=N/O	-4%	2%	-6%
CCn1c2ccccc2c2cc(/C=N/O)ccc21	3%	0%	?
COc1ccc(C(=O)CC2(O)C(=O)N(Cc3ccccc3)c3ccc(Br)cc32)cc1 (centres undefined)	-16%	nt	?
CCOC(=O)C1=CN(Cc2ccco2)S(=O)(=O)N(CC)C1c1ccc(C(F)(F)F)cc1 (centres undefined)	-13%	0%[56.1 µM]	16µM*
O=C(COc1ccc2ccccc2c1Br)Nc1ncn[nH]1	-11%	3%	-16%
O=C(CSc1nnc2[nH]c(=O)cc(-c3ccccc3)n12)Nc1ccccc1C(F)(F)F	?	-3%	-18%
Cc1ccc(CNC(=O)C2CCCN2C(=O)Nc2cccc(Cl)c2)cc1 (centres undefined)	-8%	0%	4%
Cc1cc(-c2nnc(CCC(=O)NCc3ccc(F)c(F)c3)o2)no1	-3%	3%	8%
CCCC(C)C(=O)Nc1ccc(Cl)cn1 (centres undefined)	-10%	2%	-12%
Cc1ccc2nc(-c3ccc(NS(=O)(=O)c4ccccc4)cc3)sc2c1	-23%	4%	?
CC(C)CC(=O)NN1CCCCC1	-2%	4%	-9%
O=S(=O)(c1ccccc1)N1CCC[C@@]2(CCN(Cc3ccccc3)C2)C1	-5%	nt	-24%
COc1ccc(-c2noc(N3CCN(c4ccc(Cl)cc4)CC3)n2)cc1OC	2%	2%	7%
COc1ccc(-n2c(=O)cnc3cnc(Oc4cccc(Cl)c4)nc32)cc1	0%	nt	?
COc1ccc(CCNC(=O)CCC(=O)N2CCN(S(=O)(=O)c3ccc(Cl)cc3)CC2)cc1OC	-12%	0%	-2%
CC(NC(=O)Cn1nc(C(F)(F)F)c2c1CCC2)c1ccccc1 (centres undefined)	-2%	5%	-28%

3 of the compounds above, with values under each structure.
Fields: GCN5L2 inh | TDP1 inh | DT40 TDP1 no CPT
Cc1noc(C)c1COc1ccc(C(=O)N2CCN(c3ccccc3O)CC2)cc1
 : -14% | 1% | 16µM*
Cc1ccc(S(=O)(=O)N(C)C)cc1NC(=S)NC1CCCC(C)C1C (centres undefined)
 : -2% | -4% | ?
O=C1OCCC1Sc1nc2cc(Cl)ccc2s1 (centres undefined)
 : 2% | -2% | -7%

Three entries already listed, ordered by length of the SMILES, low to high:
Compound	GCN5L2 inh	TDP1 inh	DT40 TDP1 no CPT
CC(NC(=O)Nc1ncccn1)(C(F)(F)F)C(F)(F)F	-11%	-7%	7%
Cc1ccc(S(=O)(=O)N(C)C)cc1NC(=S)NC1CCCC(C)C1C (centres undefined)	-2%	-4%	?
Cc1cccc(NC(=O)C2CCN(S(=O)(=O)c3c(C)[nH]c(=O)[nH]c3=O)CC2)c1	-1%	5%	8%

Continuation:
Compound	GCN5L2 inh	TDP1 inh	DT40 TDP1 no CPT
Cc1cccc(NC(=O)COC(=O)CSc2ccccc2)c1C	2%	0%	-7%
Cc1ccc(NC(=O)c2ccc3[nH]c(C)cc(=O)c3c2)cc1	-9%	0%	-13%
O=C(COC(=O)c1ccc(NS(=O)(=O)c2cccs2)cc1)Nc1nc2c(F)c(F)c(F)cc2s1	-13%	5%	0%
COC(=O)Cn1cc(/C=N/NC(=O)COc2cccc3cccnc23)c2ccccc21	-21%	3%	-19%
CC(C)CCNC(=O)C(C)N(Cc1ccc(F)cc1)C(=O)c1ccc(CN2CCOCC2)o1 (centres undefined)	8%	0%	1%
COc1cccc(C(=O)N2CCN(C3CCC(c4ccccc4)CC3)CC2)c1 (centres undefined)	-22%	-9%	?
CS(=O)(=O)N1CCC2(CCCN(Cc3cc(C(F)(F)F)cc(C(F)(F)F)c3)C2)CC1	-27%	nt	?
COc1ccc(N2C(=O)CC(N3CCN(S(=O)(=O)c4ccc(Cl)cc4)CC3)C2=O)cc1 (centres undefined)	-4%	0%	0%
CC(=O)Nc1ccc2nc(NC(=O)COc3cccc(C)c3)sc2c1	-9%	3%	?
Cc1cc(C)c2nc(SCC(=O)Nc3cc(C)on3)c(C#N)cc2c1	-4%	0%	-19%
CC(C)OCCCNc1ncc2c(n1)CC(c1ccc(N(C)C)cc1)CC2=O (centres undefined)	3%	7%	?
CNC(=O)c1nnc(Cc2ccc(F)cc2)o1	-9%	2%	3%
Cc1nnc(SCC(=O)N2CC(C)OC(C)C2)n1-c1ccccc1 (centres undefined)	-2%	1%	7%
O=C(Cc1ccccc1)N/N=C/c1ccc(Cl)cc1Cl	3%	8%	?
CCN(CC)CCCOc1ccc(Cl)c(Cl)c1	0%	-8%	?
O=C(O)C1CCN(S(=O)(=O)c2ccc(N3CCC(O)CC3)c([N+](=O)[O-])c2)CC1	2%	3%	12%
O=C1CC(c2ccc(F)cc2)C2=C(CCCC2=O)N1 (centres undefined)	0%	7%	2%
Cc1ccc(S(=O)(=O)NC(CC(=O)N2CCOCC2)c2ccco2)cc1 (centres undefined)	-14%	0%	1%
CC1CCc2cccc3c2N1c1cc(C#N)c(C#N)cc1O3 (centres undefined)	-24%	?	?
O=C(NCC1CCCO1)c1sc2cc(Cl)ccc2c1Cl (centres undefined)	?	3%	-18%
O=C1CC(c2ccccc2)CN1Cc1ccccc1 (centres undefined)	-10%	3%	?
O=C(CSC1=NCCS1)N1CCc2ccccc21	-10%	4%	?
O=C1CC(c2ccco2)CC(O)=C1C=NCCO (centres undefined)	-2%	0%	-18%
CCOC(=O)c1cnc2c(Cl)cccc2c1NCCCN1CCOCC1	-11%	nt	?
COc1ccccc1NCN1C(=O)CCC1=O	-7%	nt	-2%
